T cell modulator – modulates CD8 T cell binding to vesicles | calls only at 7 µM | 0.068% of 330,000 active | 2C CD8+ T cell-vesicle binding, flow cytometry; stronger effect = lower value | AID 2052;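 active means response, share of CD8 T cells binding vesicles, and their 90th percentile fluorescence all below set limits, cut at about 80% in these data, passing the limit was not always enough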
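Material: murine 2C transgenic CD8+ T lymphocytes / Also added: QL9-peptide-loaded Drosophila micro-vesicles bearing Ld, ICAM-1 and B7-1 / Schedule: binding step 1.5 h, 37 °C, antibody labelling 20 min, ice / Signal: flow cytometry, PE anti-B7-1 (FL2) versus Alexa647 anti-CD8 (FL8), PFA-fixed / Evaluation: percent CD8+ FL2 mean versus row control / Benchmarks: naked versus QL9-loaded vesicles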
PhoP inhibition – inhibitors of PhoP regulon expression, primary screen, Salmonella Typhimurium, GFP reporter (AID 1863); S. Typhimurium PhoP-regulated promoter GFP reporter, 4 h; higher % means a stronger effect; one-dose inhibition, % at 50 µM; IC50 in µM for titrated hits; 0.16% of 300,000 active;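 active means inhibition over 29.93%, a cutoff 3 SD above the screen mean, later confirmed by dose response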;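 further: 0% = low Mg2+ inducing control and 100% = high Mg2+ repressing control; strong numbers were not always called active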
T cell modulator vesicle-bound % – further read-out of T cell modulator, marked with its call; double positive events, %; measured here: CD8+ vesicle-bound cell fraction;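 binding gate set so that unloaded-vesicle control wells show 10% double positive cells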
Numbers without * were called inactive; i = inactive.

Results follow in this order: T cell modulator, T cell modulator vesicle-bound %, PhoP inhibition
Cc1ccc(C)c(OCCC(=O)OCC(=O)c2ccc3c(c2)NC(=O)CO3)c1
→ i, 30, 0%
CCC(C)NC(=S)Nc1ccc2nc(N3CCOCC3)cc(C)c2c1 (stereo not drawn)
→ i, 36, -3%
COc1cccc2sc(=NC(=O)CS(=O)(=O)c3ccc(F)cc3)n(C)c12
→ i, 52, -9%
CCOc1cc(/C=N/NC(=O)c2ccc(N(C)S(=O)(=O)c3ccccc3)cc2)ccc1OC
→ i, 12, 3%
N#Cc1cccnc1N1CCN(C(=O)c2ccc3c(c2)S(=O)(=O)c2ccccc2C3=O)CC1
→ i, 37, 0%
O=C(C1CC(=O)N(c2ccccc2)C1)N1CCC(c2nc3ccccc3[nH]2)CC1 (stereo not drawn)
→ i, 37, 9%
Cc1ccc(O)c(Nc2ncnc3ccccc23)c1
→ i, 48, -2%
O=C1C(Cc2ccccc2)Nc2ncnc(N3CCOCC3)c2N1Cc1ccc(Br)cc1 (stereo not drawn)
→ i, 28, 5%
N#Cc1ccccc1S(=O)(=O)N1CCN(C(=O)CN2C(=O)NC3(CCCC3)C2=O)CC1
→ i, 56, 7%
CCN(CC(=O)Nc1c(F)cccc1F)C(=O)Cc1ccc(OC)c(S(=O)(=O)N2CCOCC2)c1
→ i, 53, 5%
CN(CC(=O)Nc1ccc(Cl)cc1)C(=O)c1ccc(NS(=O)(=O)c2ccc3[nH]c(=O)[nH]c3c2)cc1
→ i, 34, 1%
CC[C@H]1c2[nH]c3ccccc3c2C[C@H]2C(=O)N(c3ccc(F)cc3)C(=O)N21
→ i, 25, 9%
CC(C)CN(C(=O)c1cccc(S(=O)(=O)N2CCN(c3ccc(F)cc3)CC2)c1)C1CCS(=O)(=O)C1 (stereo not drawn)
→ i, 57, 10%
COc1ccccc1OCC(=O)NCCS(=O)(=O)N1CCN(c2ccccc2)CC1
→ i, 39, -3%
O=C1CCN(CCc2ccccc2)CCN1[C@H](COc1ccccc1)c1ccccc1
→ i, 39, 7%

Results in PhoP inhibition, for 2 of the compounds above:
canonical_smiles | PhoP inhibition
O=C(C1CC(=O)N(c2ccccc2)C1)N1CCC(c2nc3ccccc3[nH]2)CC1 (stereo not drawn) | 9%
N#Cc1cccnc1N1CCN(C(=O)c2ccc3c(c2)S(=O)(=O)c2ccccc2C3=O)CC1 | 0%

Later entries:
Results follow in this order: T cell modulator, T cell modulator vesicle-bound %, PhoP inhibition
Cc1ccc(S(=O)(=O)CCC(=O)N(C)c2c(N)n(Cc3ccccc3)c(=O)[nH]c2=O)cc1
→ i, 20, -4%
COc1ccc([C@@H]2[C@@H]3C(=O)N(C(C)(C)C)C(=O)[C@@H]3[C@]3(Cc4ccccc4)C(=O)N(c4cccc(F)c4)C(=O)N23)cc1
→ i, 45, 4%
Cc1ccc(CNC(=O)C2(S(=O)(=O)c3ccc(C)cc3)CC2)cc1
→ i, 53, 3%
O=C(NCC(c1ccco1)N1CCN(c2ccc(F)cc2)CC1)c1cccs1 (stereo not drawn)
→ i, 32, 5%
O=C(NCCCN1CCCC1=O)c1ccc(NS(=O)(=O)c2ccccc2)cc1
→ i, 5, -5%
O=C(COC(=O)c1ncc(Cl)c(Cl)c1Cl)NCc1cccs1
→ i, 44, -6%
COc1ccc(CNC(=O)C(C)OC(=O)CCN2C(=O)C3CC=CCC3C2=O)cc1 (stereo not drawn)
→ i, 25, -2%
CCN(CC(=O)Nc1c(F)cccc1F)C(=O)/C=C/c1c(C)nn(-c2ccc(F)cc2)c1C
→ i, 57, 1%
COc1ccc(NC(=O)COC(=O)CCOc2ccccc2C)cc1Cl
→ i, 44, 2%
Cc1ncc(C[n+]2ccc(C)c(C)c2)c(N)n1
→ i, 40, -3%
CCN(CC(=O)Nc1cc(Cl)ccc1C)C(=O)c1ccc2c(c1)NC(=O)C(C)S2 (stereo not drawn)
→ i, 50, -5%
NC(=O)c1ccsc1NC(=O)COC(=O)c1cc(Cl)ccc1O
→ i, 43, -5%
CC(C(=O)Nc1ccc(S(=O)(=O)Nc2ncccn2)cc1)N1C(=O)c2ccccc2S1(=O)=O (stereo not drawn)
→ i, 32, -7%
CN(CC(=O)Nc1ccc(Cl)c(C(F)(F)F)c1)C(=O)CCN1C(=O)C2CCCCC2C1=O (stereo not drawn)
→ i, 47, -1%
CSCCC(NC(=O)c1ccco1)C(=O)N1CCN(Cc2ccccc2)CC1 (stereo not drawn)
→ i, 17, -2%
Cc1ccc(CN(C)C(=O)c2ccc(NS(=O)(=O)c3ccc4[nH]c(=O)[nH]c4c3)cc2)cc1
→ i, 29, -6%
Cc1ccc(S(=O)(=O)NCC(=O)N2CCN(S(=O)(=O)c3ccc(Cl)cc3)CC2)cc1C
→ i, 15, -2%
CCOc1ccc2nc(NC(=O)CN3C(=O)NC4(CCCC4)C3=O)sc2c1
→ i, 19, -4%
Cn1c(=O)oc2cc(S(=O)(=O)Nc3ccccc3O)ccc21
→ i, 57, -1%
O=C(OCc1nc2ccsc2c(=O)[nH]1)c1ccc(Cl)nc1
→ i, 54, 14%
O=C(NCCC1CCCCN1S(=O)(=O)c1cccs1)C(=O)Nc1ccc(F)cc1F (stereo not drawn)
→ i, 53, -2%
O=C(CCNC(=O)c1ccc(Cl)cc1)Nc1ccc(S(=O)(=O)N2CCCCC2)cc1
→ i, 21, 0%
CCOc1ccc(CCNC(=O)COC(=O)c2ccc(F)c(S(=O)(=O)N3CCOCC3)c2)cc1OCC
→ i, 54, 2%
CCN(C(=O)CSc1nc(N)cc(=O)[nH]1)c1c(N)n(Cc2ccccc2)c(=O)[nH]c1=O
→ i, 51, -8%
COc1cc(OC)cc(C(=O)N2CCN(C3CCCCC3)CC2)c1
→ i, 31, 0%
O=C(COC(=O)c1n[nH]c2ccccc12)c1ccc(F)c(F)c1
→ i, 16, -8%
CCCCn1c(N)c(N(CC(C)C)C(=O)CCCn2c(=O)oc3ccccc32)c(=O)[nH]c1=O
→ i, 40, 4%
Nn1c(SCC(=O)Nc2nnc(-c3ccccc3)o2)nnc1C1CC1
→ i, 36, -2%
Cc1nc(-c2ccc(F)cc2)c(CC(=O)Nc2cc(S(=O)(=O)N3CCCCC3)ccc2C)s1
→ i, 38, 4%
CCCN(C(=O)Cn1c(C(F)(F)F)nc2ccccc21)C1CCS(=O)(=O)C1 (stereo not drawn)
→ i, 18, 12%

22 successive compounds already listed, quoted:
Results follow in this order: T cell modulator, T cell modulator vesicle-bound %, PhoP inhibition
O=C(COC(=O)c1ncc(Cl)c(Cl)c1Cl)NCc1cccs1
→ i, 44, -6%
COc1ccc(CNC(=O)C(C)OC(=O)CCN2C(=O)C3CC=CCC3C2=O)cc1 (stereo not drawn)
→ i, 25, -2%
CCN(CC(=O)Nc1c(F)cccc1F)C(=O)/C=C/c1c(C)nn(-c2ccc(F)cc2)c1C
→ i, 57, 1%
COc1ccc(NC(=O)COC(=O)CCOc2ccccc2C)cc1Cl
→ i, 44, 2%
Cc1ncc(C[n+]2ccc(C)c(C)c2)c(N)n1
→ i, 40, -3%
CCN(CC(=O)Nc1cc(Cl)ccc1C)C(=O)c1ccc2c(c1)NC(=O)C(C)S2 (stereo not drawn)
→ i, 50, -5%
NC(=O)c1ccsc1NC(=O)COC(=O)c1cc(Cl)ccc1O
→ i, 43, -5%
CC(C(=O)Nc1ccc(S(=O)(=O)Nc2ncccn2)cc1)N1C(=O)c2ccccc2S1(=O)=O (stereo not drawn)
→ i, 32, -7%
CN(CC(=O)Nc1ccc(Cl)c(C(F)(F)F)c1)C(=O)CCN1C(=O)C2CCCCC2C1=O (stereo not drawn)
→ i, 47, -1%
CSCCC(NC(=O)c1ccco1)C(=O)N1CCN(Cc2ccccc2)CC1 (stereo not drawn)
→ i, 17, -2%
Cc1ccc(CN(C)C(=O)c2ccc(NS(=O)(=O)c3ccc4[nH]c(=O)[nH]c4c3)cc2)cc1
→ i, 29, -6%
Cc1ccc(S(=O)(=O)NCC(=O)N2CCN(S(=O)(=O)c3ccc(Cl)cc3)CC2)cc1C
→ i, 15, -2%
CCOc1ccc2nc(NC(=O)CN3C(=O)NC4(CCCC4)C3=O)sc2c1
→ i, 19, -4%
Cn1c(=O)oc2cc(S(=O)(=O)Nc3ccccc3O)ccc21
→ i, 57, -1%
O=C(OCc1nc2ccsc2c(=O)[nH]1)c1ccc(Cl)nc1
→ i, 54, 14%
O=C(NCCC1CCCCN1S(=O)(=O)c1cccs1)C(=O)Nc1ccc(F)cc1F (stereo not drawn)
→ i, 53, -2%
O=C(CCNC(=O)c1ccc(Cl)cc1)Nc1ccc(S(=O)(=O)N2CCCCC2)cc1
→ i, 21, 0%
CCOc1ccc(CCNC(=O)COC(=O)c2ccc(F)c(S(=O)(=O)N3CCOCC3)c2)cc1OCC
→ i, 54, 2%
CCN(C(=O)CSc1nc(N)cc(=O)[nH]1)c1c(N)n(Cc2ccccc2)c(=O)[nH]c1=O
→ i, 51, -8%
COc1cc(OC)cc(C(=O)N2CCN(C3CCCCC3)CC2)c1
→ i, 31, 0%
O=C(COC(=O)c1n[nH]c2ccccc12)c1ccc(F)c(F)c1
→ i, 16, -8%
CCCCn1c(N)c(N(CC(C)C)C(=O)CCCn2c(=O)oc3ccccc32)c(=O)[nH]c1=O
→ i, 40, 4%

Continuation.
Results follow in this order: T cell modulator, T cell modulator vesicle-bound %, PhoP inhibition
CCN(CC)CCNCC1C(=O)O[C@@H]2C[C@@]3(C)CCC[C@H](C)C3=C[C@H]12 (stereo partly drawn)
→ i, 15, 19%
CC(C)OCCCNC(=O)c1cc(-c2cccs2)nc2ccccc12
→ i, 57, 3%
CCOC(=O)C[C@H]1c2cc(C(F)(F)F)ccc2S(=O)(=O)N1Cc1ccccc1
→ i, 22, 1%
CNCCC=C1c2ccccc2C=Cc2ccccc21
→ i, 66, 6%
CCN(CC(=O)Nc1c(F)cccc1F)C(=O)C1Cc2ccccc2CN1S(=O)(=O)CC (stereo not drawn)
→ i, 56, 1%
O=C(NCCc1ccco1)C(=O)NCCC1CCCCN1S(=O)(=O)c1ccccc1 (stereo not drawn)
→ i, 55, -5%
CC(OC(=O)Cc1n[nH]c(=O)c2ccccc12)C(=O)Nc1cc(Cl)cc(Cl)c1 (stereo not drawn)
→ i, 9, -1%
Cc1cccc(C)c1NC(=O)CN(C)C(=O)c1cccc(NS(=O)(=O)c2ccccc2)c1
→ i, 43, 2%
COc1ccc(NC(=O)CN(C)C(=O)c2cn(-c3ccccc3)nc2-c2cccnc2)cc1
→ i, 42, 4%
O=C1CCC(C(=O)Nc2ccccc2N2CCCC2)=NN1
→ i, 44, 8%
COc1ccc(S(=O)(=O)NCCN2CCOCC2)c(C)c1C
→ i, 33, 8%
COc1ccccc1C(=O)COC(=O)Cn1c(C)csc1=O
→ i, 27, -5%
CCN(CC(=O)Nc1ccccc1C(F)(F)F)C(=O)CCS(=O)(=O)c1ccc(C)cc1
→ i, 30, -8%
C#CCNC(=O)C1=C[C@@H](c2ccccc2)C[C@@H](OCCCCO)O1
→ i, 38, -10%
C[C@H]1CCC[C@]2(O[C@H](CCO)C[C@H](O)[C@H]2O)O1
→ i, 55, -9%
COc1ccc(CN2CCC(=O)N([C@H](CO)c3ccccc3)CC2)cc1
→ i, 59, 4%
NC(=O)NC(=O)C(OC(=O)CCNS(=O)(=O)c1ccccc1)c1ccccc1 (stereo not drawn)
→ i, 16, -2%
Cc1nc(NC(=O)c2ccccc2O)sc1C
→ i, 22, 10%
CC(C)CCNC(=O)c1onc(CSc2ccccc2)c1C(=O)NCCC(C)C
→ i, 17, -3%
Cc1cc(=O)[nH]c(N2CCN(c3ccc(Cl)cc3)CC2)n1
→ i, 62, -12%
COc1ccccc1NC(=O)CSc1nc(=O)n(Cc2ccncc2)c2c1CCCC2
→ i, 43, -2%

The list is partial; count on the stated rates, not on these rows.
